# From PubChem
# HTT ATP protect: cytoprotection in Huntington HTT-Q103 PC12 cell model; PC12 HTT-Q103 induced, cytoprotection, ATP luminescence, 40 h; Potency, µM (top dose mostly 56.4 µM), inactives show cytoprotection (ATP increase), most hits filed as activators; 0.14% of 230,000 active; AID 1471;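 note: % of control where 0% means no effect; nearly all actives have a fitted effect of over 45% in size; toxic huntingtin expression switched on by the ecdysone agonist tebufenozide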
#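 PC12 cells stably carrying ecdysone-inducible Htt exon 1 (Q103)–GFP were induced with 100 nM tebufenozide (final) alongside library compounds in a dose series. Cytoprotection was scored as retained ATP by ATPlite luminescence.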
# Tau ThT inhib: tau fibrillization inhibition (ThT binding); P10636; recombinant tau K18 P301L, heparin-induced fibrillization, ThT fluorescence; Potency, µM (titrated, usually from 57.4 µM), inactives show top-dose activity, negative = inhibition, most hits filed as inhibitors; 2.1% of 270,000 active; note: % is set by controls: 0 for no effect and ±100 for the full control effect; nearly all actives have a fitted effect of over 55% in size
# Target sequence (P10636 561-689 P618L limits assumed): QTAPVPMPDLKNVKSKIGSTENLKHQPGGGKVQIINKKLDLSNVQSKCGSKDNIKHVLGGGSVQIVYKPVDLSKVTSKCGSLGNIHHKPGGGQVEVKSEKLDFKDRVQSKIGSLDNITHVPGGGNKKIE
#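 Using a mix of unlabeled (15 uM) and Alexa 594-labeled (0.24 uM) tau K18 P301L, heparin-triggered fibrillization over 6 hr at 37 C was scored by ThT fluorescence.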
# L3MBTL1 block: blocks human L3MBTL1; AID 485360; 0.66% of 230,000 active; Q9Y468; Potency, µM (top dose mostly 57.1 µM), for inactives: at the highest dose activity, negative = inhibition, usual class: inhibitors; AlphaScreen L3MBTL1–H3K9me1 peptide binding; note: % is set by controls: 0 for no effect and ±100 for the full control effect; nearly all actives have a fitted effect of over 60% in size
# Target sequence (Q9Y468 whole entry, looked up): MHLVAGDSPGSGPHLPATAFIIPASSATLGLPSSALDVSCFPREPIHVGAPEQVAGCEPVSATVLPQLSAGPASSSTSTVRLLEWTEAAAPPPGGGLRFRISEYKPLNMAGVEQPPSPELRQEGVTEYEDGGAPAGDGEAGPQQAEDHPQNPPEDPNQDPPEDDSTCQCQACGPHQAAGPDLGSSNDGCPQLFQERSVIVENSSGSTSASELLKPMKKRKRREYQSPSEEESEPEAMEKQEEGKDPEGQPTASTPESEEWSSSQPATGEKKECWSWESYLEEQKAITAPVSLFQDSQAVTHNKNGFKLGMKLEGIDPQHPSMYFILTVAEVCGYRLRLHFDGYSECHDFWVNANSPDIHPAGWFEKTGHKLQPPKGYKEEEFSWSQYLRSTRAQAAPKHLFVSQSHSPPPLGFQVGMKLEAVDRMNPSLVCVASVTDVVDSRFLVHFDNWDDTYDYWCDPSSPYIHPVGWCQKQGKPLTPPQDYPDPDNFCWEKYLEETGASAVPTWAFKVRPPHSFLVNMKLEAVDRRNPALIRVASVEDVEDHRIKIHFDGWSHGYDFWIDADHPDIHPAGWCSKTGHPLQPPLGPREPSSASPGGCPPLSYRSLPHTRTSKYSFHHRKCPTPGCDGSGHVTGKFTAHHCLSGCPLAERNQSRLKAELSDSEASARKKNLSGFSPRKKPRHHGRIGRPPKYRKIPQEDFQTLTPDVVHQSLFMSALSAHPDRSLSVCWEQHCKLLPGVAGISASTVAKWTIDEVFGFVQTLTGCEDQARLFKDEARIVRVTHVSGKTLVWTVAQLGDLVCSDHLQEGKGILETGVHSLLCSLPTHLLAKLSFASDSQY
#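 L3MBTL1 50 nM + b-AHA-H3(1-15)K9me1 75 nM, 30 min RT; compound added, 30 min RT; streptavidin donor/Ni-chelate acceptor beads 10 ug/mL each final, 30 min RT dark; AlphaScreen read.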
# Tau fluor counter: counter-screen for tau fibril formation inhibitors | 0.93% of 280,000 active | tau K18 P301L Alexa594 fluorescence, heparin fibrillization | Potency, µM (titrated, usually from 57.7 µM), for inactives: at the highest dose activity change, negative = decrease; note: % is set by controls: 0 for no effect and ±100 for the full control effect; nearly all actives have a fitted effect of over 55% in size
#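 Human tau K18 P301L (15 uM unlabeled, 0.24 uM Alexa 594-labeled) in 100 mM sodium acetate pH 7 with 20 uM heparin, 6 hr at 37 C. ThT 30 uM added, 1 hr ambient; Alexa 594 FP and total fluorescence read at 555/632 nm.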
# TexasRed fluor: alters Texas Red total fluorescence, flagging assay interference. TRb/SRC2 Texas Red total fluorescence interference. Potency, µM (highest dose often 106 µM), for inactives: top-dose fluorescence change, negative = quenching. 0.29% of 280,000 active; active = well fitted curve in either direction with a large enough effect; inconclusive = small, poorly fitted or top-dose-only effect; note: % is set by controls: 0 for no effect and ±100 for the full control effect
#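 Human TRβ ligand-binding domain (0.6 uM) and Texas Red SRC2 peptide (20 nM) in Tris buffer with 1 uM T3 and 5% DMSO were incubated with pinned compound for 5 hr at ambient temperature. Total fluorescence was computed as S + 2P (555/632 nm).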
# TRb SRC2 PPI: disrupts binding of human TR beta to SRC2. P10828. TRbeta-SRC2 peptide binding, fluorescence polarization; receptor liganded with 1 µM T3. Potency, µM (titrated, usually from 106 µM), for inactives: at the highest dose activity change, negative = inhibition, actives largely listed as inhibitors. 0.065% of 280,000 active;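 note: plate controls were bound peptide for no effect and peptide without receptor for full effect; nearly all actives have a fitted effect of over 50% in size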
#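 Read-out is fluorescence polarization (555 nm excitation, 632 nm emission) of a Texas Red SRC2 coactivator peptide; loss of signal reflects blocked binding to human TRb ligand-binding domain in the presence of 1 uM T3.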
# Tau FP inhib: inhibitors of human tau fibril formation; AID 1468; 0.39% of 280,000 active; Potency, µM (top dose mostly 57.7 µM), for the others: top-dose activity, negative = inhibition, hits mostly inhibitors; P10636; K18 P301L tau heparin fibrillization, Alexa594 FP, 6 h; note: % is set by controls: 0 for no effect and ±100 for the full control effect; nearly all actives have a fitted effect of over 55% in size
#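 Heparin (20 uM) drove fibril formation of recombinant tau K18 P301L, 15 uM unlabeled with 0.24 uM Alexa 594 label, for 6 hr at 37 C in 100 mM sodium acetate pH 7. Fluorescence polarization (555/632 nm) read 1 hr after 30 uM ThT.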
# RECQ1 inh: RECQ1 (human) helicase inhibition; RECQ1 DNA unwinding, red fluorescence kinetic read; P46063; 0.54% of 240,000 active; Potency, µM (doses to about 57.3 µM), for the others: at the top dose activity, negative = inhibition, most hits filed as inhibitors;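 note: plate controls were vehicle for no effect and no enzyme for full effect; nearly all actives have a fitted effect of over 30% in size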
#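 RECQ1T1 50 nM; forked duplex (20 bp + 30-nt ss tails) 200 nM, ATP 2 mM final; pH 8.0, 2 mM MgCl2, 2.5 ug/ml poly(dI-dC); 15 min compound preincubation; discontinuous kinetic read over 2 h at RT.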
# Numbers without * were called inactive; i = inactive; u = inconclusive; x = not tested or not shown; [ ] = remark or other dose. Unless noted, calls come from the whole dose curve; as a rule, active = well fitted curve in the direction sought with a large enough effect; inconclusive = small, poorly fitted or top-dose-only effect, or another doubt; inactive = no such curve, though single readings can be large; an effect the other way counts as inactive or inconclusive. Potency is the fitted concentration of half-maximal effect.
# Values run as follows: HTT ATP protect	Tau ThT inhib	L3MBTL1 block	Tau fluor counter	TexasRed fluor	TRb SRC2 PPI	Tau FP inhib	RECQ1 inh
- CCC/C=C/C1C(=O)C2OC2C2(OCC(CC)(CC)CO2)C1CO (centres undefined)
→ -11%[10 µM]	u	x	-2%[11.6 µM]	-1%[11.2 µM]	3%[11.2 µM]	9%[11.6 µM]	14%[11.5 µM]
- O=C(CCN1C(=O)/C(=C/c2cccs2)SC1=S)NC1=NCCS1
→ u	u	3%	-23%	-3%	-2%	-16%	-4%
- CCn1c(COc2cccc3cccnc23)nnc1SCC(=O)O
→ -1%	-10%	x	2%	-3%	2%	8%	-10%
- Cn1cc(Br)c(C(=O)NNC(=O)c2ccc(Cl)cc2)n1
→ 0%[10 µM]	-9%	11%	-6%	0%	-9%	6%	8%
- COc1ccc2[nH]c(N=Nc3ccccc3C)c(O)c2c1
→ 22%[10 µM]	u	-7%	u	-2%	-10%	4%	-4%
- COc1ccc([N+](=O)[O-])c2c(=O)ccoc12
→ x	-17%	0%	-2%	0%	3%	10%	-7%
- Cc1cc(Br)c(Cl)cc1NC(=O)CN1C(=O)C2C3CC(c4ccccc4)C(C3)C2C1=O (centres undefined)
→ 30%[10 µM]	-4%	-6%	u	-2%	-11%	u	i
- Cc1ccccc1-n1ccnc1SCC(=O)NCc1ccco1
→ -15%	u	x	-14%	-1%	-5%	-2%	i
- CCC(CC)NC(=O)/C=C/c1ccccc1Cl
→ x	-1%	-2%	-2%	-1%	1%	-1%	-11%
- CCOc1ccc2nc(N3CCCC(C(=O)Nc4ccc(OC)cc4)C3)sc2c1 (centres undefined)
→ x	u	x	u	2%	1%	u	x
- O=C(Nc1ccc(Cl)cc1)C1CCC(=O)N1Cc1ccccc1Cl (centres undefined)
→ 2%	-12%	-2%	-14%	-5%	10%	-6%	-3%
- Cc1ccccc1-n1c(SC2CCOC2=O)nnc1-c1ccncc1 (centres undefined)
→ 5%[10 µM]	4%	-3%	1%	-1%	-2%	4%	-5%
- O=C1CSC(c2ccccc2[N+](=O)[O-])N1c1ccc(O)cc1 (centres undefined)
→ 9%	-4%	x	-4%	-4%	11%	3%	-1%
- C/C(N)=C(/C#N)C(=O)CSc1nc2ccccc2c(=O)n1-c1ccc(C)c(Cl)c1
→ 26%[1.9 µM]	4%	-1%	-29%	3%	-6%	u	-4%
- Cc1cccc(NNC(=O)C2CCC2)c1
→ -6%[10 µM]	-4%	4%	-5%	-5%	-2%	0%	i
- Cc1ccc(NC(=O)N2CCCC2)cc1Cl
→ x	6%	-5%	4%	-3%	-8%	-5%	i
- O=[N+]([O-])c1cc(Cl)c(Cl)c(Cl)c1Cl
→ -15%	x	-4%	x	-2%	-3%	x	-1%
- Cc1cccc(N2CCN(S(=O)(=O)c3ccc(S(=O)(=O)N4CCCC4)cc3)CC2)c1C
→ -1%	-4%	x	-2%	1%	-2%	0%	-10%
- COc1ccc(Cn2nnnc2C(c2ccc3ncccc3c2)N2CCN(C3CCCCC3)CC2)cc1 (centres undefined)
→ 22%[10 µM]	-20%	-2%	-14%	-1%	1%	-13%	-8%
- CSc1ccc(/C=N/Nc2ccc(Cl)c(C(=O)O)c2)cc1
→ x	u	-6%	-26%	-2%	0%	4%	5%

# A different layout for 2 compounds above.
> O=C1CSC(c2ccccc2[N+](=O)[O-])N1c1ccc(O)cc1 (centres undefined)
  HTT ATP protect = 9%	Tau ThT inhib = -4%	L3MBTL1 block = x	Tau fluor counter = -4%	TexasRed fluor = -4%	TRb SRC2 PPI = 11%	Tau FP inhib = 3%	RECQ1 inh = -1%

> C/C(N)=C(/C#N)C(=O)CSc1nc2ccccc2c(=O)n1-c1ccc(C)c(Cl)c1
  HTT ATP protect = 26%[1.9 µM]	Tau ThT inhib = 4%	L3MBTL1 block = -1%	Tau fluor counter = -29%	TexasRed fluor = 3%	TRb SRC2 PPI = -6%	Tau FP inhib = u	RECQ1 inh = -4%

# The listing continues:
# Values run as follows: HTT ATP protect	Tau ThT inhib	L3MBTL1 block	Tau fluor counter	TexasRed fluor	TRb SRC2 PPI	Tau FP inhib	RECQ1 inh
- CCC(NC(=O)c1ccccc1NC(=O)c1ccco1)C(=O)NC1CCCCC1 (centres undefined)
→ -7%	-13%	2%	-14%	0%	-5%	-11%	-4%
- Cc1ccc(-n2ncc(C(=O)N3CCC(c4ccccc4)C3)c2C2CCN(C(=O)OC(C)(C)C)CC2)cc1 (centres undefined)
→ x	-11%	x	-7%	-5%	-2%	2%	x
- COC(=O)C(CCSC)NC(=O)c1cc2c(n(-c3ccccc3)c1=O)CCCC2=O (centres undefined)
→ -22%[10 µM]	-2%	-11%	9%[2.34 µM]	1%[53 µM]	-8%[53 µM]	-5%[2.34 µM]	-13%
- C=CCOC(=O)C1=C[C@@H](c2cn(C(C)=O)c3ccccc23)C[C@@H](OCCCCO)O1
→ 10%[10 µM]	u	-12%	-10%	1%	-10%	6%	i
- CC(C)Cn1c(-c2ccccc2)nc2ccccc2c1=O
→ -21%	-2%	2%	-7%	-1%	4%	1%	-2%
- CCOC(=O)c1cc(-c2ccc(F)cc2)n(CCC(=O)Nc2nc3cc(C)c(C)cc3s2)c1C
→ x	-6%	x	-17%	0%	-7%	-18%	x
- O=C(Nc1cccc(NC(=O)c2cccnc2)c1)c1cccnc1
→ 15%	4%	4%[11.4 µM]	5%	1%	5%	3%	-11%
- Cc1nc2ccccc2c(=O)n1/N=C/c1ccc(N(C)C)cc1
→ -20%[10 µM]	-16%	-1%	-5%	-4%	2%	-11%	-1%
- O=[N+]([O-])c1cc(-c2cnc3ccccc3n2)ccc1Oc1ccc(Br)cc1
→ 4%	u	4%	u	4%	-4%	-2%	-2%
- O=C(Nc1ccc(Br)cc1)c1cc(S(=O)(=O)NC2CCCC2)ccc1F
→ x	7%	x	u	-2%	11%	u	x
- COc1cccc(C2=NOC(C(=O)N3CCN(C(=O)c4ccco4)CC3)C2)c1 (centres undefined)
→ -10%	-12%	-5%	0%	-3%	-7%	8%	5%
- CC1=C(C)CC(C(=O)Nc2ccc(C(N)=O)cc2)C(C(=O)O)C1 (centres undefined)
→ 12%	-9%	x	-2%	0%	2%	4%	9%
- CC1=NN(C(=O)c2ccc(Cn3cc(Br)c([N+](=O)[O-])n3)o2)C(O)(C(F)(F)F)C1 (centres undefined)
→ x	-2%	0%	-3%	0%	4%	-1%	-2%
- Cc1c(-c2ccc(Cl)cc2)[n+](=O)c2c(n1[O-])CCCC2
→ 4%[10 µM]	-9%	8%	-11%	1%	-7%	3%	i
- CC1CCc2c(nc3sc4c(c3c2N)CCCC4)C1 (centres undefined)
→ -7%[1.9 µM]	u	-8%	-10%	5%	-10%	6%	-1%
- COc1ccc(CCNC(=O)c2ccc3c(c2)N(Cc2cccc(C)c2)C(=O)c2ccccc2S3(=O)=O)cc1OC
→ x	-2%	x	u	u	-2%	-17%	x
- CCOC(=O)C1CCN(c2ncnc3c2cnn3-c2ccccc2)CC1
→ 4%	u	x	-17%	-5%	-1%	-2%	2%
- CCC(C)[C@H](NC(=O)Nc1ccc(C(C)=O)cc1)C(=O)OC (some centres undefined)
→ -11%[0.074 µM]	-4%	-1%	-6%	0%	6%	-1%	-5%
- COc1cccc(C2=NOC(C(=O)Nc3ccccc3SC)C2)c1 (centres undefined)
→ 3%	0%	x	-18%	0%	1%	7%	15%
- CCOc1ccc(-c2c(=O)n(OCc3ccc([N+](=O)[O-])cc3)c3ccccc3[n+]2[O-])cc1
→ 6%[10 µM]	3%	16%	-1%	3%	-16%	7%	-6%

# (cont.)
# Values run as follows: HTT ATP protect	Tau ThT inhib	L3MBTL1 block	Tau fluor counter	TexasRed fluor	TRb SRC2 PPI	Tau FP inhib	RECQ1 inh
- N#Cc1ccc(OCC(=O)NCCc2ccc(S(N)(=O)=O)cc2)cc1
→ 10%	6%	6%	2%	-2%	1%	7%	-3%
- CCOC(=O)CNC(=O)CSc1nc(N(C)C)nc(N2CCOCC2)n1
→ 6%	1%	-1%	3%	1%	5%	-1%	i
- Cc1cccc(-n2c(C)nc3cc(C(=O)NCc4ccc5c(c4)OCO5)ccc32)c1
→ -8%[10 µM]	3%	-10%	4%	-2%	0%	8%	-9%
- O=C(O)c1ccc(NC(=O)c2cccc(N3C(=O)C4C5CCC(C5)C4C3=O)c2)cc1 (centres undefined)
→ x	5%	6%	7%	0%	5%	4%	-5%
- O=C(CN1CCN(Cc2ccccc2Cl)CC1)N/N=C/C=C/c1ccccc1[N+](=O)[O-]
→ 6%[10 µM]	-14%	1%	-12%	-2%	8%	5%	-4%
- C=CCNC(=S)Nc1nc2c(cc1C(=O)OCC)CCCC2
→ -2%[10 µM]	-2%	1%	1%	2%	-5%	-8%	i
- C(=N\N1CCN(c2ccccn2)CC1)/c1ccccn1
→ 5%[10 µM]	-16%	-15%	-12%	-4%	-8%	-4%	-13%
- CCCSc1nc(C)cc(C)c1S(=O)(=O)c1ccccc1C
→ -20%	u	31%[activator]	-19%	-4%	1%	-11%	-7%
- CC1CC(C)CN(S(=O)(=O)c2ccc(NC(=O)C3COc4ccccc4O3)cc2)C1 (centres undefined)
→ 15%	3%	26%	u	-4%	0%	u	0%
- Cc1cc(C(=O)COC(=O)c2ccccc2Br)c(C)n1CC1CCCO1 (centres undefined)
→ -27%[10 µM]	-16%	x	-24%	0%	3%	6%	18%
- O=C(CN1CCN(Cc2ccccc2)CC1)N/N=C/c1ccc(Br)s1
→ 20%[10 µM]	-15%	-3%	-7%	-3%	-6%	8%	i
- COc1ccc(NC2CC(=O)N(c3ccccc3)C2=O)cc1 (centres undefined)
→ -5%	u	x	-11%	-5%	6%	9%	-10%
- Cc1ccc(O)c(-c2cc(C(=O)Nc3ccc(S(=O)(=O)N4CC(C)OC(C)C4)cc3)[nH]n2)c1 (centres undefined)
→ 4%[10 µM]	3%	-10%	u	-1%	9%	u	u
- O=CC(O)C(O)C(O)C(O)CO (centres undefined)
→ -1%	-5%	x	-6%	1%	1%	6%	-1%
- COCCN1Cc2cccc(C(=O)NC(C)c3cccs3)c2C1=O (centres undefined)
→ 4%	-19%	x	-16%	2%	-1%	-15%	i

# Only part of the results is shown. The share of hits here may be higher or lower than overall.
